Screening data: PubChem BioAssay, NMMLSC
S aureus QS inh: S. aureus quorum sensing inhibition; S. aureus RN6390 RNAIII-GFP reporter, AIP-induced, flow cytometry 3 h; inhibition, % at 2 µM; hit rate 0.3% among 24,000; AID 527;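 active means share of bacteria positive for the green fluorescent reporter and its mean brightness both inhibited by 50% or more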;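 further: 0% = AIP-stimulated control and 100% = unstimulated bacteria without AIP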
S aureus QS inh GFP MFI %: also measured in S aureus QS inh; calls as there; inhibition, %; measured here: inhibition of GFP MFI
Starred values were filed as active, the others as inactive.

SMILES	S aureus QS inh	S aureus QS inh GFP MFI %
Cn1c(=O)c2c(ncn2CCO)n(C)c1=O	-0.6	-1.7
CCCCC1C(=O)N(c2ccccc2)N(c2ccccc2)C1=O	-1.2	-9.2
Cc1cccc(C)c1NC(=O)C1CCCCN1C (stereo not given)	0.5	9.6
CN(C)CCOc1ccccc1Cc1ccccc1	0.3	-2.8

Some of these compounds in order of SMILES length, lowest first.
SMILES	S aureus QS inh	S aureus QS inh GFP MFI %
Cc1cccc(C)c1NC(=O)C1CCCCN1C (stereo not given)	0.5	9.6
Cn1c(=O)c2c(ncn2CCO)n(C)c1=O	-0.6	-1.7
CCCCC1C(=O)N(c2ccccc2)N(c2ccccc2)C1=O	-1.2	-9.2

Individual results from above.
CN(C)CCOc1ccccc1Cc1ccccc1 | S aureus QS inh GFP MFI % = -2.8
Cc1cccc(C)c1NC(=O)C1CCCCN1C (stereo not given) | S aureus QS inh GFP MFI % = 9.6

Some of the compounds tested; count on the stated rates, not on these rows.
